SF1 activator: activators of human SF-1, primary screen, cell-based, CHO-K1, Gal4-SF-1 LBD, luciferase luminescence; Steroidogenic factor 1 (Homo sapiens), Q13285; CHO-K1 Gal4-SF-1 LBD luciferase reporter; % increase over DMSO SF-1-specific signal; activation, % at 10 µM; 65,000 tested, 1.9% active;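 active = activation above the mean activation of all tested compounds plus 3 SD, cut at about 50% in these data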
Target sequence (Q13285 whole entry, looked up, the tested form may be a part): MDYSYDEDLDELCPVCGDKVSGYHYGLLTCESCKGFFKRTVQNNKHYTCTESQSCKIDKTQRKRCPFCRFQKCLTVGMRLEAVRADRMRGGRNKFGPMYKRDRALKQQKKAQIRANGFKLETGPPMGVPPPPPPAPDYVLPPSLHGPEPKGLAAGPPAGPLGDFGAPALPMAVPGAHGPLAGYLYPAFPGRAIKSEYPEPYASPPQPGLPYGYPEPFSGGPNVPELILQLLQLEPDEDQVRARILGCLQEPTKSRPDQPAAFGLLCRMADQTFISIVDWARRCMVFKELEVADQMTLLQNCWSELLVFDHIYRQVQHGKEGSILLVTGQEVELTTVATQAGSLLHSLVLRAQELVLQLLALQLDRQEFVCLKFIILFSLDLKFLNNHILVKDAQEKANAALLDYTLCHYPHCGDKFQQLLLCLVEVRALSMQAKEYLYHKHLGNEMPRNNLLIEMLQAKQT
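material = CHO-K1 cells with Gal4–hSF-1 LBD chimera plus Gal4-driven luciferase | compound = 10 µM single point, 1% DMSO | incubation = 20 h compound exposure at 37 °C after 1 h cell settling | measured by = SteadyLite luciferase luminescence | evaluation = percent activation relative to DMSO median and mock-transfected background | control set = DMSO negative control and −SF1 background wells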
Cdc25B inh: inhibitors of Cdc25B phosphatase catalytic domain, primary screen, biochemical, OMFP fluorescence; M-phase inducer phosphatase 2 (Homo sapiens), P30305; recombinant Cdc25B, OMFP fluorescence Ex485/Em525; inhibition, %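 (compounds tested at 10 µM final in the well)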; 65,000 tested, 0.1% active; in the data active = inhibition above about 50%
Her2 expr inh: inhibitors of Her2 protein expression, primary screen, SKBR-3 cells, AlphaScreen, 66K library | HER2 level % of control, % at 10 µM | 65,000 tested, 0.69% active | Receptor tyrosine-protein kinase erbB-2 (Homo sapiens), P04626 | SKBR-3 HER2 protein level, 18-24 h; hits give low values | AID 645, 2007;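 active = HER2 level under 5% of the carrier-only control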;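 note: 100% = DMSO carrier and 0% = 500 nM PU-H71 HSP90 inhibitor; lower value means stronger loss of Her2 protein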
TNAP act mid DEA: human TNAP enzyme activators, primary screen, biochemical, luminescent, intermediate phosphate acceptor level | activation factor at 20 µM | Alkaline phosphatase, tissue-nonspecific isozyme (Homo sapiens), P05186 | 64,000 tested, under 10 active | purified TNAP, CDP-star luminescence, 100 mM DEA, 30 min; hits give high values; scale: 0 levamisole-inhibited, 1 vehicle-only enzyme;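 active = activation factor of at least 2 at 20 µM, relative to controls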
D1 allo mod: D1 CRE-luciferase signal change, two-sided – cell-based, HEK293 D1, dopamine EC30, D1 allosteric modulator project, primary screen; dopamine EC30 potentiation; actives deviate in either direction; B-score at 10 µM; D(1A) dopamine receptor (Homo sapiens), P21728; AID 641, 2007; 58,000 tested, 5.9% active;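 active = luminescence count or its row- and column-corrected plate score outside the 99.7% band of the plate's sample wells, on either side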
Target sequence (P21728 whole entry, looked up): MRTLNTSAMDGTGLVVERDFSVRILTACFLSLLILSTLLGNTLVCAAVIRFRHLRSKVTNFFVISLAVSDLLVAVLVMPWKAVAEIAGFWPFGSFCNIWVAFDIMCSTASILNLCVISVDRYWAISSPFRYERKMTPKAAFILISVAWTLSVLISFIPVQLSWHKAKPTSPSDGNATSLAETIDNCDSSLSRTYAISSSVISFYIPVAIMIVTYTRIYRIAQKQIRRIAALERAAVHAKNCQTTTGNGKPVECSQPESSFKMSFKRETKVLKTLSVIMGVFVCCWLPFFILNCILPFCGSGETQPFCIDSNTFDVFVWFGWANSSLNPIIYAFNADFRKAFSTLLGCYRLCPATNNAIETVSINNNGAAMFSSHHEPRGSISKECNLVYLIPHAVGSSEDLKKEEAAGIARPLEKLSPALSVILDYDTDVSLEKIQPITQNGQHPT
FXIIa inh mix: human factor XIIa inhibitors, primary screen, biochemical, pooled compound mixtures, fluorogenic substrate; AID 684, 2007; purified FXIIa; inhibition, % at 5 µM; 62,000 tested, 0.2% active; in the data active = inhibition above about 20%, passing the limit was not always enough;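 note: 0% = enzyme without compound and 100% = no enzyme blank; some results filed as inactive read as strong as hits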
RORA act: activators of orphan receptor RORA, primary screen, cell-based, luminescence; activation, % at 10 µM; Nuclear receptor ROR-alpha (Homo sapiens), P35398; CHO-K1 Gal4-RORA LBD luciferase reporter; percent increase over mock-subtracted basal signal; AID 560, 2006; 65,000 tested, 1.5% active;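 active = activation above the mean of all tested compounds plus 3 SD, cut at about 49% in these data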;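 note: 0% = DMSO-treated RORA cells and 100% = added signal equal to DMSO minus mock-transfected cells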
DUSP1 inh: MKP-1 phosphatase inhibitors, primary screen, biochemical, in vitro. inhibition, %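 (compounds tested at a single concentration somewhere between 10 and 100 µM)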. Dual specificity protein phosphatase 1 (Homo sapiens), P28562. recombinant MKP-1, OMFP hydrolysis fluorescence. 65,000 tested, 0.15% active;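 active = inhibition above about 50%, limit read from the data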;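 note: 0% = DMSO max control wells and 100% = wells with enzyme stopped by NaOH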
Hsp90 block: tumor Hsp90 inhibitors, primary screen, cell lysate, fluorescence polarization, NCI-N417 lysate. Heat shock protein HSP 90-alpha (Homo sapiens), P07900. Cy3B-geldanamycin FP displacement. inhibition, % at 30 µM. 64,000 tested, 0.35% active. AID 429, 2006;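 active = inhibition above 50%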;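 note: 0% = tracer plus lysate wells and 100% = tracer alone without lysate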
The depositor's hits bear a star; nt = not tested or not shown. Hits appear at their usual frequency; any-hit rate near 8.9%.

SMILES,SF1 activator,Cdc25B inh,Her2 expr inh,TNAP act mid DEA,D1 allo mod,FXIIa inh mix,RORA act,DUSP1 inh,Hsp90 block
O=C(OCC(=O)N1CCN(C(=O)c2ccco2)CC1)c1cc(=O)c2ccccc2o1,9,-7,123,1,nt,18,-4,33,3
CC1(C)CC(=O)c2cc(OCC(=O)NCC3CCCO3)ccc2O1 (configuration not stated),5,-15,75,0.9,-0.02,3,5,6,0
Cc1cc(C)nc(SCC(=O)Nc2ncc3c(n2)CC(C)(C)CC3=O)n1,0,-6,82,1,5.3*,-12,-19,-17,4
Cn1c(=O)oc2cc(S(=O)(=O)NCc3ccncc3)ccc21,-7,3,102,0.9,-0.31,8,-10,26,-4
O=C(NCCOc1nc(N2CCCCC2)nc(N2CCOCC2)n1)Nc1ccccc1,-18,-5,97,0.9,-0.023,12,27,-8,-4
COc1cc(-c2nn3c(-c4ccccn4)nnc3s2)cc(OC)c1OC,11,2,102,0.9,nt,nt,-1,-15,-6
Oc1ccc2oc3c(c2c1/C=N/n1cnnc1)CCCC3,0,1,143,0.9,-0.71,-14,-15,-2,1
COc1ccc(C2CC(=O)C(C=NCCO)=C(O)C2)cc1OC (configuration not stated),-17,-17,-28*,1,0.096,3,-1,17,nt
c1ccc2c(c1)c1c3n2CCNC3CCC1 (configuration not stated),13,-8,70,0.9,-2.3,3,-8,0,0
C(=N\c1nccs1)/c1cccnc1,nt,-4,63,0.9,0.7,-1,nt,1,nt
c1cncc(-c2nc3ccccc3o2)c1,41,-12,114,1,0.97,11,12,11,-3
CCOC(=O)CNC(=O)c1cn(CC(C)C)c(=O)c2cc(OC)c(OC)cc12,7,-3,nt,1,0.87,-13,1,20,nt
Cc1ccc2nc3c(cc(C(=O)NCc4ccccc4)c(=N)n3CCCn3ccnc3)c(=O)n2c1,-1,12,65,0.8,0.98,-1,0,-12,0
Cc1cccc(OCCNc2nc3c(c(=O)n(C)c(=O)n3C)n2C)c1,-9,-8,63,0.8,-0.33,-21,-16,17,0
Cc1ccc(Cl)c(OCC(O)CN(CCO)CCO)c1 (configuration not stated),5,-2,118,0.9,-0.56,8,-2,-12,0
COc1ccc(-n2nc3c(c2NC(=O)c2c(F)cccc2Cl)CS(=O)C3)cc1 (configuration not stated),0,-12,112,1,-0.37,5,7,-3,0
Cc1ccc(CSc2nc3c(c(=O)[nH]c(=O)n3C)n2CCC(C)C)cc1,-16,-2,76,0.9,4,6,14,12,2
CCCn1nnc(NC(=O)COc2cc(C)ccc2C(C)C)n1,-5,-11,75,0.9,-0.0012,0,-8,1,2
CCc1ccccc1NC(=O)CN(C)C(=O)CN1C(=O)NC2(CCCCCC2)C1=O,3,-16,128,0.9,0.041,1,-23,5,-4
CS(=O)(=O)N(CC(=O)N1CCN(c2cccc(Cl)c2)CC1)c1ccccc1,1,-2,30,0.8,-0.63,1,-16,0,-1

Reprinted at random: 2 records from the list.
SMILES,SF1 activator,Cdc25B inh,Her2 expr inh,TNAP act mid DEA,D1 allo mod,FXIIa inh mix,RORA act,DUSP1 inh,Hsp90 block
C(=N\c1nccs1)/c1cccnc1,nt,-4,63,0.9,0.7,-1,nt,1,nt
c1ccc2c(c1)c1c3n2CCNC3CCC1 (configuration not stated),13,-8,70,0.9,-2.3,3,-8,0,0

(cont.)
SMILES,SF1 activator,Cdc25B inh,Her2 expr inh,TNAP act mid DEA,D1 allo mod,FXIIa inh mix,RORA act,DUSP1 inh,Hsp90 block
O=C(c1ccc(C23CC4CC(CC(C4)C2)C3)o1)N1CCOCC1,14,-27,nt,0.9,4.5,4,-18,12,-3
COC1CCCCC1NS(=O)(=O)c1ccc(Cl)cc1 (configuration not stated),-10,-7,110,1.1,0.0049,-1,-7,4,2
CCOc1ccccc1NC(=O)c1ccc(S(=O)(=O)N2CCOCC2)cc1,-11,-6,97,0.9,0.094,4,-12,11,-1
O=S(=O)(c1ccc(Cl)s1)N1CCN(C/C=C/c2ccccc2)CC1,-1,-16,83,1,0.073,2,0,-16,-5
O=S(=O)(c1cccc(-c2nnc(-c3cccnc3)o2)c1)N1CCCCC1,20,-13,126,1,nt,-2,-20,-5,-3
CCCC(c1nnnn1C1CCCC1)N1CCN(C(=O)c2ccco2)CC1 (configuration not stated),-11,-15,106,0.9,3.4*,2,-13,-2,-1
CCOC(=O)C1CCN(c2ncnc3c2cnn3-c2ccccc2)CC1,-2,-9,77,1,-0.23,-24,-16,15,2
COC(=O)c1cc2c(cc1NC(=O)CSCCc1ccccn1)OCO2,-2,14,111,0.9,-1.2,-1,-30,-7,-3
Nc1nc2ccc(C(=O)Nc3ccccc3)cc2s1,90*,-13,103,1,0.18,0,62*,-3,-1
CCc1nnc(NC(=O)CSc2nnc(-c3ccoc3C)n2-c2cccc(C)c2)s1,-5,-4,84,0.9,0.78,4,29,-18,-3
COC(=O)C1=C2SC(C)C(=O)N2C(N)=C(C#N)C1c1cc(OC)c(OC)c(OC)c1 (configuration not stated),-6,-2,116,1,0.64,-18,-14,9,-1
COc1ccc(OC)c(C(c2nnnn2CC2CCCO2)N2CCN(C3CCCC3)CC2)c1 (configuration not stated),-8,-15,103,0.9,0.42,-1,-7,-5,-8
COc1ccc(CCNC(=O)c2nnn(-c3ccccc3OC)c2N)cc1OC,-7,-3,70,1,0.078,-2,2,-9,1
Cc1cc(C)c2nc(C(F)(F)F)nc(N3CCN(C(=O)c4ccco4)CC3)c2c1,0,-14,97,0.9,-0.31,3,-1,-2,0
CC(=O)c1c(O)cc(C)n(Cc2ccccc2)c1=O,6,-3,84,nt,-1,nt,-5,2,0
O=C(Nc1cccc(O)c1)c1ccc(Br)c(S(=O)(=O)N2CCCCC2)c1,8,0,nt,1,-1.2,1,-3,13,0
O=C(NCCc1ccc(Cl)cc1)C1CCN(c2cnccn2)CC1,-13,-13,89,0.9,-0.68,0,33,-2,-4
O=C(c1ccncc1)N1CCN(C(=O)c2ccco2)CC1,6,-4,98,0.9,-0.45,12,-15,0,-9
O=C(CCCn1ncn2c(cc3occc32)c1=O)N1CCc2ccccc2C1,0,11,132,0.9,0.68,-1,-11,4,-6
CCOC(=O)c1ccc(NC(=O)CC2Sc3ncnn3C2=O)cc1 (configuration not stated),-23,4,112,0.9,-0.56,-3,4,5,-3

Next part
SMILES,SF1 activator,Cdc25B inh,Her2 expr inh,TNAP act mid DEA,D1 allo mod,FXIIa inh mix,RORA act,DUSP1 inh,Hsp90 block
O=C(COc1ccccc1)Nc1ccc(Cl)c(-c2nc3ncccc3o2)c1,10,-9,60,1,0.52,15,-24,-6,-6
O=C(Cc1nc2ccccc2[nH]1)NCc1ccco1,5,-17,96,1,0.69,2,-10,-4,-1
COC(=O)C1CCN(C(=O)COc2cc3sc(C)nc3c3sccc23)CC1,-10,2,82,0.9,0.51,1,-10,31,2
CC(C)(C)OC(=O)N1CCN(c2ccc(NC(=O)c3cc4ccccc4oc3=O)cc2)CC1,-5,-14,106,0.9,0.052,2,-4,0,-5
Cc1ccc(-n2c(N)c(C(N)=O)sc2=S)c(C)c1,9,-15,132,0.9,0.09,2,22,-3,-2
O=C(Oc1ccc2c(c1)OCO2)c1cc2c(s1)CCC2,-8,-6,-7.5*,0.9,-1.6,7,-18,5,0
COc1ccc(OC)c(NC(=O)c2cc(-c3ccc(C)cc3O)n[nH]2)c1,-20,12,14,1.1,-0.0038,0,-21,0,5
COc1ccccc1NC(=O)C1=C(C)NC2=C(C(=O)CCC2)C1c1ccc(C)o1 (configuration not stated),9,-11,91,0.9,0.26,-20,-30,12,1
CCCS(=O)(=O)N1CCC(C(=O)N2CCC(Cc3ccccc3)CC2)CC1,-19,8,-27*,1,-0.022,-19,-4,5,-1
N#CC1=C(N)NC(SCc2ccc(F)cc2)=C(C#N)C12CCCCC2,1,-19,45,0.8,-0.91,nt,-16,-12,-11
CN1C(=O)c2ccccc2N(C)C1c1ccc2c(c1)OCO2 (configuration not stated),-18,3,69,1,-1.2,27,0,23,4
CCOc1ccccc1CN(CCc1ccc2c(c1)OCO2)Cc1ccccn1,-16,-4,88,0.9,-0.58,-2,15,4,-1
CC(C)CC(OC(=O)c1ccco1)C(=O)NCC1CCCO1 (configuration not stated),4,5,81,1,1.2,-16,11,29,0
c1cc(-c2noc(CC3CCCCC3)n2)ccn1,12,-3,78,0.9,2.6,5,5,-22,1
COc1ccc(-c2cn3c(C)c(C(=O)NCCN4CCOCC4)sc3n2)cc1,10,-9,93,1,1.4,-15,-11,26,-6
COCCCNC(=O)c1cccc(OC)c1OC,8,-13,55,1,-0.14,-6,6,-2,-4
CCOC(=O)N1CCN(C(=O)c2ccc3nc4cc(Cl)ccc4c(=O)n3c2)CC1,12,-4,94,0.9,2.9,8,10,0,3
Cc1ccc2c(c1)N(CC(=O)NCCc1c[nH]c3ccccc13)C(=O)CO2,7,1,56,0.9,0.52,18,-2,4,0
O=C(CN1C(=O)c2ccccc2S1(=O)=O)NCCSCc1ccco1,14,12,104,0.9,nt,nt,-3,-16,-8
Cc1ccc(NC(=O)Cc2cn3ccsc3n2)nc1,0,6,87,0.9,nt,-15,-5,7,-2
CC1(C)CC2CC(C)(CN2C(=O)c2cccs2)C1 (configuration not stated),-16,-3,94,0.9,nt,-4,-10,-7,1

Screening results deposited in PubChem BioAssay by several laboratories.
